# Screens: PubChem, Southern Research Specialized Biocontainment Screening Center
# M. tuberculosis: growth inhibition of non-replicating M. tuberculosis (AID 488890); Mycobacterium tuberculosis non-replicating, growth inhibition; higher % means a stronger effect; inhibition, % at 25 µM, or IC50 in µM where a hit was titrated; 0.39% of 320,000 active; in the data active means a potency from the dose series; inconclusive means inhibition mostly from about 82% at the one dose, without a potency; inactive means the rest, 99 in 100 with inhibition below about 76%;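 further: plate controls were DMSO cells for no effect and high antibiotic wells for full effect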
# Salmonella PhoP GFP: Inhibition of PhoP regulon, Salmonella typhi GFP reporter cells, confirmation, 4 h (AID 1850); Salmonella Typhi PhoP-promoter GFP reporter, fluorescence, 4 h; higher % means a stronger effect; inhibition, % at 50 µM, or IC50 in µM where a hit was titrated; 0.33% of 310,000 active; in the data active means a potency from the dose series; inconclusive means inhibition mostly from about 25% at the one dose, without a potency; inactive means the rest, 99 in 100 with inhibition below about 19%;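 further: 0% = induced wells with vehicle and 100% = uninduced wells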
# VEEV TC-83 Vero: inhibitors of VEEV TC-83 cytopathic effect, confirmation, Vero cells (AID 588727); Vero cells, VEEV TC-83 cytopathic effect inhibition; higher % means a stronger effect; one-dose inhibition, % at 20 µM; IC50 in µM for titrated hits; 0.13% of 350,000 active; in the data active means a potency from the dose series; inconclusive means inhibition mostly from about 14% at the one dose, without a potency; inactive means the rest, 99 in 100 with inhibition below about 12%; further: strong numbers were not always called active
# influenza NS1A: NS1A inhibition, H1N1 influenza, cell based functional assay (AID 504329) | NS1A functional cell-based assay, percent inhibition; higher % means a stronger effect | inhibition, % at 12.5 µM; hits with a dose series show IC50 in µM | 0.3% of 340,000 active; in the data active means a potency from the dose series; inconclusive means inhibition above about 27% without an active follow-up result; further: strong numbers were not always called active
# M. tuberculosis HTS: M. tuberculosis growth inhibition, HTS (AID 449762); inhibition, % at 25 µM, or IC50 in µM where a hit was titrated; 0.59% of 330,000 active; M. tuberculosis H37Rv growth inhibition, 7H9 media; higher % means a stronger effect; in the data active means a potency from the dose series; inconclusive means inhibition above about 70% without an active follow-up result;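 further: bacterial growth assessed after seven days of incubation; strong numbers were not always called active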
# VEEV TC-83 Vero 10K pilot screen: second read-out of VEEV TC-83 Vero, no call of its own (marks repeat the call); inhibition, %; measured here: 10K pilot screen inhibition
# * = called active by the depositor; i = inactive; ? = inconclusive; / = not tested or not shown. This is a random part of the collection; about 1.5% have a hit in one of these screens.
SMILES,M. tuberculosis,Salmonella PhoP GFP,VEEV TC-83 Vero,influenza NS1A,M. tuberculosis HTS,others
COc1cccc(C2c3cc4c(cc3OC(N3CCOCC3)C2C)OCO4)c1O (centres undefined),/,/,i,12%,/,
NC(=O)NC(=O)C(Nc1ccc(N2CCCCC2)cc1)c1ccccc1 (centres undefined),30%,6%,1.9%,-25%,-2%,
CCN(CC(=O)Nc1c(F)cccc1F)C(=O)CNC(=O)c1ccc2ccccc2c1,19%,/,0.1%,-7%,0%,
Cc1sc2nc(SCC(=O)NCc3cccs3)[nH]c(=O)c2c1C,4%,1%,4.7%,1%,-8%,
CCOc1ccccc1NC(=O)Nc1cc(OC)ccc1OC,6%,2%,3.5%,17%,1%,VEEV TC-83 Vero 10K pilot screen=1.2
CC(CC(=O)OCC(=O)NC1CCS(=O)(=O)C1)c1ccccc1 (centres undefined),5%,/,1.6%,4%,-6%,
CCOc1ccc(C)cc1-n1nc2ccccc2n1,-8%,15%,1.1%,-3%,14%,
CCN1CCC2(CC1)N=C(c1ccc(F)cc1)C(=S)N2C(=O)c1ccc(C(C)(C)C)cc1,61%,2%,1.6%,8%,-1%,
COc1ccccc1CCC(=O)OCC(=O)Nc1ccc(S(N)(=O)=O)cc1,6%,8%,0.1%,7%,2%,
Cn1nc(C(F)(F)F)c(-c2ccccc2)c1N,-6%,-2%,i,-11%,-8%,
CC1(C)C2CC[C@]3(C)C(CC=C4[C@@H]5C[C@](C)(CO)CC[C@]5(C(=O)O)CC[C@]43C)[C@@]2(C)CC[C@@H]1O (some centres undefined),29%,0%,/,/,-5%,
Cc1cccc(C)c1NC(=O)CCN1C(=O)C2C3CCC(C3)C2C1=O (centres undefined),6%,7%,2.2%,-8%,8%,
Cc1cc(C)c(OCCOCCN2CCN(C)CC2)c(Cl)c1,-7%,-3%,2.9%,-5%,-2%,
O=c1cc(CN2CC=C(c3ccccc3)CC2)c2c(ccc3ccccc32)o1,64%,-11%,0.7%,4%,2%,VEEV TC-83 Vero 10K pilot screen=0.9
COC(=O)c1c(NC(=O)COC(=O)CCNS(=O)(=O)c2ccccc2)sc(C)c1C,7%,3%,5.3%,-1%,-9%,
COc1ccc(C)cc1NC(=O)C1CCCN1S(=O)(=O)c1ccccc1F (centres undefined),32%,/,2.5%,-4%,-4%,
Cc1nc2c(C#N)cnn2c2c1CCN(Cc1ccccc1)N2C,14%,1%,1.7%,2%,-7%,
CCc1ccc(CN2CCCC(C(=O)N3CCCCC3)C2)cc1 (centres undefined),25%,-3%,i,-2%,4%,
O=C(Nc1nccs1)[C@@H]1CCCN1S(=O)(=O)c1ccccc1F,/,/,3.0%,-5%,/,
COc1ccc(N2C(=O)CC(NC3CC3)C2=O)cc1 (centres undefined),1%,-1%,3.4%,-11%,-6%,
c1ccc(CSc2nnnn2-c2ccccc2)cc1,50%,-17%,i,-2%,-1%,
CC1CCCCC1NC(=O)Cn1cnc2sccc2c1=O (centres undefined),/,/,0.7%,-5%,/,
COc1ccc(C2CC(c3ccccc3)=NN2c2ccccc2)c(C(=O)O)c1OC (centres undefined),4%,9%,0.8%,-10%,7%,
Cc1ccc(CN2CCN(CC(=O)N/N=C/c3c[nH]c4ccccc34)CC2)cc1,27%,-6%,0.5%,10%,4%,
CC(=O)c1cccc(OC(=O)c2ccc3c(=O)n4c(nc3c2)CCC4)c1,?,-12%,2.4%,-1%,?,

# Brought forward from above: 3 entries, then new ones.
SMILES,M. tuberculosis,Salmonella PhoP GFP,VEEV TC-83 Vero,influenza NS1A,M. tuberculosis HTS,others
COc1ccc(C2CC(c3ccccc3)=NN2c2ccccc2)c(C(=O)O)c1OC (centres undefined),4%,9%,0.8%,-10%,7%,
Cc1ccc(CN2CCN(CC(=O)N/N=C/c3c[nH]c4ccccc34)CC2)cc1,27%,-6%,0.5%,10%,4%,
CC(=O)c1cccc(OC(=O)c2ccc3c(=O)n4c(nc3c2)CCC4)c1,?,-12%,2.4%,-1%,?,
Cc1sc(NC(=O)CSc2nc(O)cc(=O)[nH]2)nc1-c1ccccc1,0%,5%,3.7%,-1%,20%,
CCc1ccc2c(CN(CC)Cc3nc4ccccc4c(=O)[nH]3)cc(=O)oc2c1,27%,2%,8.2%,7%,-7%,
COC(=O)c1ccc(COC(=O)CNC(=O)c2cccc(OC)c2)o1,-6%,/,1.3%,-14%,6%,
O=C(COc1ccc(F)cc1)Nc1nnc(C2CC2)s1,20%,-1%,i,5%,-5%,
CC1(C)Cc2c(c(N3CCOCC3)nc3sc(-c4ccc(C(=O)O)o4)c(N)c23)CO1,4%,16%,7.3%,-4%,-2%,
S=C(NCc1ccco1)N1CCN(Cc2ccco2)CC1,-3%,1%,0.0%,-2%,1%,
CCCc1cc(=O)[nH]c(SCC(=O)Nc2ncc(S(=O)(=O)c3ccc([N+](=O)[O-])cc3)s2)n1,-2%,-15%,1.1%,-1%,0%,
CCOC(=O)c1cnn(-c2ccc(NS(=O)(=O)c3ccc(Cl)cc3)cc2)c1C(F)(F)F,3%,-4%,5.8%,-4%,-2%,
Cc1cc(C)cc(C(=O)NC(CC(N)=O)c2ccc(N3CCN(c4ccccc4)CC3)c([N+](=O)[O-])c2)c1 (centres undefined),9%,4%,i,11%,-1%,
CCCC(=O)NC(=S)Nc1sc2c(c1C(N)=O)CCC2,43%,-8%,1.4%,0%,0%,
CC(C)n1c(=N)c(C(=O)NCCc2ccccc2)cc2c(=O)n3ccccc3nc21,20%,-2%,0.9%,-4%,-5%,
Cc1ccc(NS(=O)(=O)c2ccc(CCC(=O)O)cc2)cc1,-3%,-6%,1.8%,19%,-7%,
Cc1ccc(CN(c2ccc(C(=O)N3CCc4ccccc4C3)cc2)S(C)(=O)=O)cc1,17%,2%,0.1%,6%,-4%,
CCOC(=O)N1CCN(C(=O)c2ccc(C)c(S(=O)(=O)Nc3ccccc3)c2)CC1,18%,10%,6.5%,-16%,-1%,
O=C1CCN(S(=O)(=O)c2ccccc2)CCN1CCOCc1ccc(Cl)cc1,-6%,-1%,2.1%,-22%,-3%,
C=CCN=C1SC(C)C(=O)N1S(=O)(=O)c1ccccc1 (centres undefined),10%,8%,0.1%,-4%,1%,
CCC(C)N1CC23C=CC(O2)C(C(=O)OCc2ccccc2)C3C1=O (centres undefined),2%,8%,i,5%,1%,
COc1ccc(CNC(=O)C2CC(c3ccccc3C(F)(F)F)=NO2)cc1 (centres undefined),23%,-6%,1.1%,-8%,-3%,
COc1ccc(/C=N/Nc2ccccc2C(=O)O)cc1Cn1cc([N+](=O)[O-])cn1,19%,6%,10%,-10%,7%,
CC(=O)N/C(=C/c1ccccc1)C(=O)N1CCCCC1,-14%,-5%,i,-1%,-2%,
Cc1cccc(NC(=O)CNC(=O)CCNC(=O)c2ccc(C(C)(C)C)cc2)c1C,21%,/,0.7%,-6%,-4%,
CC(C)(C)n1nnnc1CN(Cc1ccco1)Cc1cc2cc3c(cc2[nH]c1=O)OCO3,-2%,-7%,0.5%,-5%,-3%,
COc1ccc(OC)c(-c2cc(C(=O)Nc3ccc(F)cc3F)no2)c1,0%,32%,i,-3%,3%,
CCOc1ccc(N(CC(=O)NCCC2=CCCCC2)S(=O)(=O)c2ccccc2)cc1,-5%,1%,0.8%,-3%,-4%,
CCOc1ccc(CNC(=O)CN2C(=O)C(c3ccccc3)Oc3cccnc32)cc1 (centres undefined),5%,7%,7.7%,4%,-4%,

# Six compounds picked at random from those above, as already listed:
SMILES,M. tuberculosis,Salmonella PhoP GFP,VEEV TC-83 Vero,influenza NS1A,M. tuberculosis HTS,others
CC(C)(C)n1nnnc1CN(Cc1ccco1)Cc1cc2cc3c(cc2[nH]c1=O)OCO3,-2%,-7%,0.5%,-5%,-3%,
S=C(NCc1ccco1)N1CCN(Cc2ccco2)CC1,-3%,1%,0.0%,-2%,1%,
CCOC(=O)c1cnn(-c2ccc(NS(=O)(=O)c3ccc(Cl)cc3)cc2)c1C(F)(F)F,3%,-4%,5.8%,-4%,-2%,
CCOc1ccc(N(CC(=O)NCCC2=CCCCC2)S(=O)(=O)c2ccccc2)cc1,-5%,1%,0.8%,-3%,-4%,
O=C1CCN(S(=O)(=O)c2ccccc2)CCN1CCOCc1ccc(Cl)cc1,-6%,-1%,2.1%,-22%,-3%,
CCC(C)N1CC23C=CC(O2)C(C(=O)OCc2ccccc2)C3C1=O (centres undefined),2%,8%,i,5%,1%,

# Next section.
SMILES,M. tuberculosis,Salmonella PhoP GFP,VEEV TC-83 Vero,influenza NS1A,M. tuberculosis HTS,others
COc1ccccc1NC(=O)c1cc(S(=O)(=O)N2CCCC2)cn1C,-7%,-12%,4.8%,29%,-6%,
CCC(=O)Nc1ccc(OCC2CCCO2)cc1 (centres undefined),1%,4%,0.1%,0%,-2%,
O=C(CN1C(=O)c2ccccc2C1=O)NCc1ccncc1,-14%,-12%,i,-1%,-2%,
CC(C)(C)c1cc(C2COC(=O)COCCOCC(=O)OCCOCCO2)cc(C(C)(C)C)c1O (centres undefined),/,/,1.8%,1%,/,
CCC(C)n1c(SCc2ccc([N+](=O)[O-])cc2)nc2ccsc2c1=O (centres undefined),-2%,0%,1.8%,-9%,23%,
Cn1c(=O)c(C(=O)NNC(=O)c2ccccc2Br)c(O)c2ccccc21,3%,-4%,2.2%,-4%,45%,
Cc1ccc(OC(C)C(=O)Nc2ccncc2)cc1C (centres undefined),22%,-5%,i,2%,2%,
O=[N+]([O-])c1ccc(C[n+]2cc(-c3ccccc3)n3c2CCCCC3)cc1,8%,-8%,0.9%,0%,-1%,
CCN(Cc1nc(-c2ccc(C)cc2)no1)C(=O)c1ccco1,43%,-3%,i,5%,2%,
CCOC(=O)C1(Cc2ccccc2)CCCN(Cc2cccc(C(C)=O)c2)C1 (centres undefined),19%,-3%,2.2%,-4%,3%,
COc1ccc(N2CCN(C(CNC(C)=O)c3ccco3)CC2)cc1 (centres undefined),11%,20%,0.8%,2%,-3%,
CCCCn1c(CNC(=O)C(C)(C)C)nc2ccccc21,18%,5%,i,3%,-5%,VEEV TC-83 Vero 10K pilot screen=0.6
CCCC(=O)N1CCN(c2nc(CC(C)C)c3c(c2C#N)CCC3)CC1,16%,7%,6.8%,0%,25%,
COc1ccc(C2/C(=C(/O)c3ccc(C)cc3)C(=O)C(=O)N2C)c(OC)c1 (centres undefined),-14%,-11%,0.8%,-6%,-2%,
Cc1ccc(C)c2c1sc(=NC(=O)CN1C(=O)CCC1=O)n2C,/,-13%,i,9%,2%,
CCN(CC(=O)Nc1c(F)cccc1F)C(=O)c1ccc(C(=O)c2ccccc2)cc1,2%,3%,6.5%,3%,6%,
COc1ccc(C)cc1NC1=C(Cl)C(=O)N(C2CCCCC2)C1=O,32%,0%,6.7%,4%,13%,
C=CSc1sc(Cl)c(N(C)C)c1[N+](=O)[O-],-4%,3%,1.9%,7%,5%,
CN1CCC(N(C)C(=O)NC2CCCCC2)CC1,-20%,17%,0.6%,-3%,1%,
Cc1cccc(CSc2nc(N)c(C#N)c(-c3cccs3)c2C#N)c1,1%,1%,0.2%,-4%,-20%,
O=c1[nH]n(-c2ccccc2)c(=O)c(Cl)c1Cl,15%,7%,i,-5%,5%,
Cc1n[nH]c(C)c1S(=O)(=O)N1CCCC(C(=O)N2CCc3ccccc32)C1 (centres undefined),/,-11%,2.3%,-3%,-4%,
COc1ccc(-c2c(C)nn(-c3ccccc3)c2N)cc1,6%,-1%,3.3%,-4%,-1%,
Cc1c(OCC(=O)N[C@@H](Cc2ccccc2)C(=O)O)ccc2c3c(c(=O)oc12)CCC3,-13%,-2%,1.3%,7%,-10%,
O=C(Nc1ncccc1Cl)C1COc2ccccc2O1 (centres undefined),25%,-16%,0.3%,-2%,-7%,

# Additional structures.
SMILES,M. tuberculosis,Salmonella PhoP GFP,VEEV TC-83 Vero,influenza NS1A,M. tuberculosis HTS,others
CN(Cc1ccccc1)C(=O)COC(=O)c1cc([N+](=O)[O-])ccc1N1CCOCC1,-8%,-3%,8.0%,-8%,10%,
O=C(N=Nc1c(O)[nH]c2ccc([N+](=O)[O-])cc12)c1ccccc1[N+](=O)[O-],12%,1%,3.4%,1%,-6%,
CCC(C)n1c(OC)nc2c1c(=O)n(C)c(=O)n2C (centres undefined),-18%,2%,1.1%,0%,-3%,VEEV TC-83 Vero 10K pilot screen=0.2
CCc1nc(SCC(=O)N2CCCCC2)c2c(=O)n(C)c(=O)n(C)c2n1,-12%,-10%,8.7%,4%,-2%,
Cc1ccc(C)c(OCC(=O)Nc2ccccc2C(=O)N2CCN(C)CC2)c1,-2%,-4%,0.7%,-4%,-6%,
CCN(CC)C(=O)c1[nH]cnc1C(=O)N[C@@H](CC(C)C)C(=O)OCc1ccccc1,59%,-24%,0.8%,1%,-4%,
